Source: PubChem
AT treatment: potential ataxia-telangiectasia treatments restoring KAP-1 phosphorylation | […] A-T fibroblasts, KAP-1 phosphorylation AlphaLISA; neocarzinostatin DNA damage 30 min before lysis | Potency, µM (top dose mostly 57.5 µM), without a hit: at the top dose activation, hits mostly activators | 320,000 tested, 0.19% active | AID 485349; note: potency is the fitted concentration of half-maximal effect; % of control where 0% means no effect; nearly all actives have a fitted effect of over 45% in size
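ATM-like activity read as KAP-1 phosphorylation via AlphaLISA donor/acceptor antibody pairs after lysis and 6 hr at 25C. Cells were ATM-null patient fibroblasts ([…], hTERT), dosed 60 min, then exposed to the DSB inducer NCS for 30 min.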
Mito fusion act: blocks mitochondrial division or promotes mitochondrial fusion | 320,000 tested, 0.23% active | S. cerevisiae fusion-defective mutant growth rescue, CellTiterGlo 48 h | Potency, µM (titrated, usually from 46.1 µM), for inactives: at the highest dose growth rescue (activation), usual class: activators;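 note: potency is the fitted concentration of half-maximal effect; % of control where 0% means no effect; nearly all actives have a fitted effect of over 45% in size; temperature-sensitive fusion mutants such as fzo1-1 at 37 °C on non-fermentable ethanol glycerol medium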
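Luminescent cell viability in 1536-well qHTS format served as the measure of rescued growth in ts fusion-mutant S. cerevisiae cultured on non-fermentable YPEG for 48 hours at 37C.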
ELG1 DNA repair: ELG1-dependent DNA repair inhibition | HEK293T ELG1-luciferase reporter, luminescence, 16 h; DNA damage induced by 5-fluorouridine | Potency, µM (series often up to 46.1 µM), without a hit: at the top dose activity change, negative = inhibition, most hits filed as inhibitors | 330,000 tested, 2.3% active | AID 504467; note: potency is the fitted concentration of half-maximal effect; % is set by controls: 0 for no effect and ±100 for the full control effect; nearly all actives have a fitted effect of over 55% in size
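Luminescence from the luciferase reporter, measured 30 min after ONE-Glo reagent at room temperature, was the read-out. Beforehand, 2,000 cells per well were exposed for 16 hr at 37 °C to 5-fluorouridine together with compound or vehicle.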
TRPV1 agonist: agonists of human vanilloid receptor 1 (TRPV1); Q8NER1; TRPV1-expressing cells, Fluo-8 calcium influx, agonist mode; activation, % at 8.33 µM; 320,000 tested, 0.19% active; AID 540275; in the data active = activation above about 80%; inconclusive = between about 30% and that limit; note: 0% is about no effect
Target sequence (Q8NER1 whole entry, looked up): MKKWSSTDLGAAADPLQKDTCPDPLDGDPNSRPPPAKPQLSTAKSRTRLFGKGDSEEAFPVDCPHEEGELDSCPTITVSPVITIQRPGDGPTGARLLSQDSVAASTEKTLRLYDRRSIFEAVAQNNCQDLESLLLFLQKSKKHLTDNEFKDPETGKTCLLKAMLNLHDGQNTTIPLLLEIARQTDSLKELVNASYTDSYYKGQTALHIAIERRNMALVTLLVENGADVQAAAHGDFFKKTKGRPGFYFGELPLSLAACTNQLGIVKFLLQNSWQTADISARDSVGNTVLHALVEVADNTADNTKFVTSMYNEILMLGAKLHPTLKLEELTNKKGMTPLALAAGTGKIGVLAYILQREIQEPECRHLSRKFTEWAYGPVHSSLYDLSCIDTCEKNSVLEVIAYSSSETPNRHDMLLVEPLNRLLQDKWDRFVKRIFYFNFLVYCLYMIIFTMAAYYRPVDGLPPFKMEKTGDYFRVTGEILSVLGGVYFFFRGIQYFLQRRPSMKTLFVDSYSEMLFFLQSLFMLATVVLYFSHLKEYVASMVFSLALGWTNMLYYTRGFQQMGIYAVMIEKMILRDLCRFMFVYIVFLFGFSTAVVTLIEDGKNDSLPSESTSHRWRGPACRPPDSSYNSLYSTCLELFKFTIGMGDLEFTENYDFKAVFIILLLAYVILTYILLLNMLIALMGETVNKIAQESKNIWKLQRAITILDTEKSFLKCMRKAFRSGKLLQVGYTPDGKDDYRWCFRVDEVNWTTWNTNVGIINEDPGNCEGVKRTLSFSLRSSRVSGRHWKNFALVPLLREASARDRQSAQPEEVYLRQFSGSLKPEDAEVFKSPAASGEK
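Fluo-8 calcium influx in TRPV1-expressing cells, kinetic read (ex 480/em 520 nm). Compound added and read 3 min for agonist activity, followed by capsaicin at EC20 final and 2 min further read for enhancement.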
USP2a inh: USP2a (human) protease inhibition | O75604 | USP2 core, Ub-CHOP2 coupled fluorogenic reporter, 485/531 | Potency, µM (top dose mostly 38.3 µM), for the others: top-dose activity change, negative = inhibition, hits mostly inhibitors | 330,000 tested, 0.01% active | AID 463254;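 note: potency is the fitted concentration of half-maximal effect; plate controls were DMSO wells for no effect and full inhibition by NEM control for full effect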
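Cell-free coupled assay: 10nM USP2 core preincubated 30min RT with compound in Tris-HCl pH 8.0/CaCl2/CHAPS buffer, then 25nM Ub-CHOP2 and 25nM reporter substrate; fluorescence (Ex 485/Em 531) read after 60min RT, normalized to NEM inhibition, concentration-response curves fitted.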
KCNH2 3.1 block: KCNH2 3.1 (human) potassium channel inhibition; AID 720553; activity change, % (tested at about 1.8 µM); U2OS KCNH2 3.1, thallium flux FluxOr; active compounds read low; 340,000 tested, 0.95% active;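 active = maximum activity change below -70%; inconclusive = maximum activity change from -70% to -50%; inactive = maximum activity change above -50%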;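 note: thallium influx rate constant from kinetic fluorescence after stimulation buffer; % is set by controls: 0 for no effect and ±100 for the full control effect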
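We transduce U2OS cells with the mutant 3.1 virus, culture them overnight, load FluxOr with Red40 quencher for 45 min, then add stimulation buffer and read kinetically for 2 min to derive a normalized rate constant.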
Eya2 inh: inhibitors of human Eya2 phosphatase activity; O00167; recombinant Eya2, OMFP fluorescence dephosphorylation (OMFP is methylfluorescein phosphate); Potency, µM (titrated, usually from 76.9 µM), inactives show top-dose activity, negative = inhibition, actives largely listed as inhibitors; 330,000 tested, 0.006% active; note: potency is the fitted concentration of half-maximal effect; % is set by controls: 0 for no effect and ±100 for the full control effect
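Eya2 (0.2 uM) preincubated 10 min at ambient with compound, then OMFP substrate added at 50 uM; 10 min reaction in 50 mM HEPES pH 7.5, 50 mM NaCl, 5 uM MgCl2, 0.05% BSA, 1 mM DTT. Fluorescence read at Ex 485/Em 525 nm.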
TSHR antag: human thyrotropin receptor antagonism. TSHR-expressing cells, TSH-stimulated cAMP HTRF, 2 h; active compounds read low. activity change, negative = inhibition, % at 11.5 µM. 330,000 tested, 0.2% active;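 active = activity change below a set negative limit, meaning inhibition stronger than a set level, cut at about -70% in these data; inconclusive = activity change between two set negative limits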; note: % is set by controls: 0 for no effect and ±100 for the full control effect
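TSHR-expressing cells, 200/well, pre-treated with compound, then stimulated with EC80 TSH (4nM final) for 2 hours at 37 deg C. cAMP measured by competitive HTRF: anti-cAMP cryptate antibody in lysis buffer plus cAMP-d2, read after 30 minutes at room temperature.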
KCNH2 WT inh: KCNH2 (human, wildtype) channel inhibition. Q12809. U2OS, BacMam KCNH2, thallium flux FluxOr; active compounds read low. activity change, % at 1.84 µM. 340,000 tested, 0.37% active;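 active = maximum activity change below -70%; inconclusive = maximum activity change between -70% and -50%; inactive = maximum activity change above -50%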; note: % is set by controls: 0 for no effect and ±100 for the full control effect
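U2OS cells transduced with wild-type KCNH2 virus are loaded with FluxOr dye for 45 min, and thallium flux is measured in kinetic reads before and after stimulation buffer. Rate constants are normalized to DMSO controls.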
TCR act: T cell receptor activation. primary human leukocytes, anti-CD3, IL-2 HTRF, 48 h. Potency, µM (titrated, usually from 9.22 µM), inactives show top-dose activation of IL-2 secretion, most hits filed as activators. 330,000 tested, under 10 active. AID 504894; note: % of control where 0% means no effect
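IL-2 release read by HTRF sandwich (Eu cryptate donor, d2 acceptor, 665 nm emission) after 48 hr exposure of primary human leukocytes to compound together with anti-CD3 beads in the absence of co-stimulatory signals.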
* = called active by the depositor; ? = inconclusive; nt = no result given; [ ] = another dose, or the depositor's remark. Unless noted, calls come from the whole dose curve; as a rule, active = well fitted curve in the direction sought with a large enough effect; inconclusive = small, poorly fitted or top-dose-only effect, or another doubt; inactive = no such curve, though single readings can be large; an effect the other way counts as inactive or inconclusive. The list is partial; count on the stated rates, not on these rows.

SMILES	AT treatment	Mito fusion act	ELG1 DNA repair	TRPV1 agonist	USP2a inh	KCNH2 3.1 block	Eya2 inh	TSHR antag	KCNH2 WT inh	TCR act
N#CC(C(=O)CCN1C(=O)C2CC=CCC2C1=O)c1nc2ccccc2[nH]1 (centres undefined)	-5%	0%	5%	-1	2%	-7	12%	-8	10	3%
S=C(c1ccccc1)N(c1ccccc1)c1ccccc1	2%	0%	8%	?	0%	11	-6%	5	0	-1%
O=C(CSc1nc(O)c(C2CCCCC2)c(=O)[nH]1)Nc1ccc(Cl)cc1	nt	4%	nt	-3	nt	12	nt	nt	-7	2%
Cc1cccc(N2CCN(S(=O)(=O)c3cccs3)CC2)c1C	3%	26%	-1%	2	1%	3	-7%	-9	-20	-11%
CCN(CC)CCC(c1ccc2c(c1)OCO2)c1c(OC)cc(OC)c2c(-c3ccccc3)cc(=O)oc12 (centres undefined)	-13%	20%	?	-1	3%	-44	1%	4	-7	2%
Fc1cc2[nH]c(=S)[nH]c2cc1Cl	14%	-2%	0%	-7	4%	-10	2%	23	-2	-13%
CCOC(=O)N1CCN(S(=O)(=O)c2ccc(C(=O)Nc3nc4c(s3)CC(C)CC4)cc2)CC1 (centres undefined)	-3%	-4%	14%	-3	0%	-38	7%	2	-1	6%
CCn1c(SCC(=O)N2c3ccccc3Sc3ccccc32)nnc1-c1ccco1	-3%	9%	?	-4	-3%	-38	-23%	-5	-18	nt
CCCn1c(=O)c(C(=O)Nc2ncccc2O)c(O)c2ccccc21	0%	-1%	-2%	1	3%	10	-1%	20	-2	nt
NC(=O)C1CCN(C(=O)C2CC(=O)N(c3ccc4c(c3)OCCO4)C2)CC1 (centres undefined)	5%	-6%	22%	3	2%	9	-1%	2	1	3%
COc1cc(C)c(C(=O)Oc2cc(C)c(C(=O)O)c(O)c2C)c(O)c1C(=O)O	-1%	6%	?	2	2%	4	1%	-4	0	2%
Cc1ccsc1/C=C1\CCC(C2CCCC2)C1=O (centres undefined)	6%	11%	?	1	-1%	1	1%	-2	2	-3%
CCOc1ccc(N(CC(=O)NCCc2ccccc2)C(=O)CCC(=O)Nc2cc(C)ccn2)cc1	1%	-4%	-6%	0	2%	11	2%	-7	8	3%
Nc1ccc(S(=O)(=O)C(F)(F)F)cc1N	-1%	7%	-15%	1	-1%	-2	17%	7	1	6%
CC1CCCC(NC(=O)COC(=O)CCC(=O)c2cccs2)C1C (centres undefined)	-2%	nt	13%	nt	-2%	-8	-8%	-8	1	-3%
C/C(=N\O)c1ccccc1C(=O)O	-2%	0%	4%	0	0%	12	7%	22	13	-5%
Cc1ccc(C(=O)OCC(=O)Nc2cccc(S(=O)(=O)N3CCOCC3)c2)o1	-3%	-1%	0%	3	4%	12	-8%	-2	-7	5%
Cc1nn(C)c(Oc2ccccc2)c1CCNC(=O)C(C)(C)C	-5%	1%	3%	3	-1%	-6	-5%	-6	21	-2%
COc1ccc(C2CC(c3ccccc3)=NN2C(=O)CSc2ncccn2)cc1 (centres undefined)	nt	5%	-2%	-16	-7%	-6	-1%	-14	5	0%[46.1 µM]
COc1ccc2nc(NC(=O)c3ccc(NC(=O)C4CCCO4)cc3)sc2c1 (centres undefined)	-4%	-22%	?	10	-1%	18	-19%	-8	-4	-5%
COc1ccc(-c2n[nH]c3c2CN(C(=O)c2ccc(F)cc2)CC3)cc1	3%	25%	0%	-2	0%	-4	-5%	-42	-1	4%
CC(C)NC(=O)c1ccc(NC(=O)CC2SC(N3CCCCC3)=NC2=O)cc1 (centres undefined)	0%	0%	27%	-1	-1%	-3	1%	6	-10	-6%
CCc1ccc(S(=O)(=O)/N=C2\C=C(NS(=O)(=O)c3ccccc3)C(=O)c3ccccc32)cc1	-4%	-14%	-30%	-3	-9%	1	17%	-3	4	1%
O=C(O)c1cccc(NCc2ccncc2)c1	-2%	-1%	1%	-3	3%	nt	-1%	6	nt	nt
COc1ccccc1Cn1c(C(C)C)nc2ccccc21	4%	0%	?	5	-2%	2	-1%	-10	-2	4%
CC(=O)N[C@@H](Cc1c[nH]c2ccccc12)C(=O)NC1CCCc2ccccc21 (some centres undefined)	7%	-26%	8%	-4	-1%	16	-3%	12	9	0%
O=C(CN(c1ccccc1F)S(=O)(=O)c1ccccc1)Nc1ccc2c(c1)OCCO2	27%	-6%	14%	6	4%	16	2%	-12	-6	1%
CN(C)CCCN1C(=O)c2oc3ccc(F)cc3c(=O)c2C1c1cccnc1 (centres undefined)	4%	16%	6%	-5	0%	-6	17%	32	-13	-2%
COc1ccc2c(c1)c(C(=O)CN1CCN(c3ccccc3)CC1)c(C)n2C	-6%	-4%	?	-2	0%	-32	-28%	-4	-1	4%
O=C(NCc1cccs1)c1noc2c1CCCC2	2%	1%	16%	2	1%	21	-22%	3	4	5%
CCOc1c(OC)cccc1C1CC(=O)Nc2cc(OC)c(OC)cc21 (centres undefined)	4%	-3%	-25%	3	3%	5	-3%	-5	13	2%[46.1 µM]
CCO/N=C(/C)c1c(O)cc(-c2ccccc2)n(-c2ccccc2)c1=O	nt	26%	4%	1	0%	-4	0%	10	-5	0%[46.1 µM]
Cc1cc(C)cc(Oc2ccc(NC(=O)C3CC=CCC3C(=O)O)cc2)c1 (centres undefined)	-2%	8%	-8%	-1	-1%	7	-15%	-1	-8	-3%
CCNc1nc(NC(C)C)nc(NS(=O)(=O)c2ccc(N)cc2)n1	3%	-3%	-3%	0	3%	-8	-32%	-5	-4	2%
COc1ccc(C2C(C(=O)N3CCCC3)c3cc(OC)c(OC)cc3C(=O)N2C)cc1OC (centres undefined)	-2%	4%	1%	1	-1%	28	-34%	10	2	-5%
O=C(NCc1ccccn1)c1cccc(NS(=O)(=O)c2cccc(Cl)c2)c1	-7%	-1%	3%	1	1%	1	7%	21	-3	-2%[46.1 µM]

Part of the list above, limited to Mito fusion act, Eya2 inh and KCNH2 3.1 block.
Compound | Mito fusion act | Eya2 inh | KCNH2 3.1 block
Cc1cc(C)cc(Oc2ccc(NC(=O)C3CC=CCC3C(=O)O)cc2)c1 (centres undefined) | 8% | -15% | 7
CCNc1nc(NC(C)C)nc(NS(=O)(=O)c2ccc(N)cc2)n1 | -3% | -32% | -8
COc1ccc(C2C(C(=O)N3CCCC3)c3cc(OC)c(OC)cc3C(=O)N2C)cc1OC (centres undefined) | 4% | -34% | 28

Later entries
SMILES	AT treatment	Mito fusion act	ELG1 DNA repair	TRPV1 agonist	USP2a inh	KCNH2 3.1 block	Eya2 inh	TSHR antag	KCNH2 WT inh	TCR act
CCCn1nnnc1NCc1cc(Br)ccc1OC	-5%	9%	4%	-11	0%	-2	-6%	-9	-3	-2%
CCN1C(=O)S/C(=C/c2c(OCc3ccc(C(=O)O)cc3)ccc3ccccc23)C1=O	-2%	nt	?	23	-8%	3	-4%	-6	-2	-2%[46.1 µM]
O=C(NCc1cccs1)c1cccc(Nc2nc3ccc(Br)cc3[nH]2)c1	-5%	-9%	2%	?	3%	12	-18%	6	1	14%
O=[N+]([O-])c1ccccc1/C=N/N1CCN(c2ccc(Cl)cc2)CC1	-2%	-7%	-22%	-1	3%	-14	-10%	-8	-1	-3%
CC(=O)N1CCC(C(=O)OCc2ccc(Cl)cc2)(c2ccccc2)CC1	14%	26%	?	16	-1%	7	-24%	2	-3	-4%
Cn1nc(C(F)(F)F)c2cc(NC(=O)OCc3ccc(F)cc3)sc21	2%	-2%	-11%	11	-2%	-3	-4%	-39	11	-1%
CCN1CCN(c2nc(SC)nc3sc4c(c23)CC(C)(C)OC4)CC1	-2%	-21%	10%	1	1%	5	23%	10	4	4%
Cc1ccsc1/C=N/NC(=S)NCc1ccccc1	3%	3%	?	27	-1%	3	6%	9	9	-3%
Cc1cc2nc3n(c2cc1C)CC1CC(C(=O)NCCC(C)C)N(C)C31 (centres undefined)	5%	-5%	19%	-2	0%	-2	7%	3	-7	-1%
NC(=O)CSc1nnc(NC(=O)C23CC4CC(CC(C4)C2)C3)s1	-5%	-20%	?	1	-1%	1	-4%	-4	-14	4%
CCCn1c(NCc2cc(C)ccc2O)nc2ccccc21	-1%	2%	2%	3	0%	-25	-7%	2	0	-4%
Clc1ccc(/C(Cc2nc3ccccc3[nH]2)=N\Nc2ccccc2)cc1	0%	5%	?	24	0%	-102*	-8%	-19	0	-7%
COC(=O)c1[nH]c(C)c(/C(O)=C2\C(=O)C(=O)N(CCN3CCOCC3)C2c2ccccc2OC)c1C (centres undefined)	4%	-3%	2%	-2	3%	-20	-5%	-7	-4	0%
CCCn1cnc2cc(NCc3ccccc3O)ccc21	-6%	-11%	?	4	0%	-14	5%	0	8	3%
COc1ccc(NC(=O)COc2nc(N(C)C)nc(N(C)C)n2)cc1	-8%	-1%	5%	4	1%	1	-2%	8	4	-2%
